Assay outcomes as filed in PubChem.
USP1-UAF1 inh: inhibitors of human USP1/UAF1 deubiquitinase; O94782; recombinant USP1/UAF1, Ub-Rhodamine cleavage fluorescence; Potency, µM (top dose mostly 57.1 µM), without a hit: at the highest dose activity change, negative = inhibition, usual class: inhibitors; 0.23% of 390,000 active; further: potency means the concentration at half of the fitted maximal effect; on the % scale 0 is the no-effect control and ±100 the full control effect; nearly all actives have a fitted effect of over 60% in size; inactives centre near -12
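USP1/UAF1 complex at 1 nM was preincubated with compound for 15 min at room temperature, then Ub-Rho substrate (150nM final) was added. Fluorescence (480/540 nm) was read kinetically, 6 reads every 60 seconds.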
Pin1 inhibitor: human Pin1 inhibition. Q13526. Pin1 FP peptide displacement, HiFluor488, 10 min. Potency, µM (titrated, usually from 115 µM), for inactives: top-dose activity, negative = inhibition, most hits filed as inhibitors. 0.009% of 390,000 active; active means well fitted inhibition curve with a large enough effect in the polarisation, with a control signal flat, not every such curve was filed as active; inconclusive means small, poorly fitted or top-dose-only effect, or effect the other way, or a change in a side signal; inactive means no such curve, though single readings can be large or run the other way; the % refers to the polarisation; further: potency means the concentration at half of the fitted maximal effect; on the % scale 0 is the no-effect control and ±100 the full control effect
PI4K2A inh: blocks human PI4K2A kinase activity; purified PI4K2A, ADP-Glo luminescence, 1 h; active compounds read low; activity change, negative = inhibition, % at 76.9 µM; 0.13% of 420,000 active; AID 1346378; in the data active means activity change below about -50%; inconclusive means mostly about -30% to -49%;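 further: -100% = wells without enzyme as full effect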
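PI4K2A activity was measured by ADP-Glo luminescence: enzyme (4 ug/mL stock) and phosphatidylinositol (1.2 mM stock) in Tris pH 7.5/MgCl2/EGTA/Triton X-100 buffer were reacted with ATP (300 microM stock) for one hour at ambient temperature.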
HP1b chromo inh: blocks HP1-beta chromodomain binding to methylated histone tails | P83916 | Potency, µM (titrated, usually from 114 µM), inactives show top-dose activity change, negative = inhibition, usual class: inhibitors | AID 540317 | 0.56% of 390,000 active | AlphaScreen HP1-beta / biotin-H3K9me3 peptide binding; further: potency means the concentration at half of the fitted maximal effect; nearly all actives have a fitted effect of over 70% in size; inactives centre near 23
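Compound inhibition of the preformed complex between 50 nM HP1-beta and 50 nM biotinylated H3K9me3 peptide was read by AlphaScreen. Buffer was PBS pH 7.4 with 0.01% Tween-20. Incubations ran 30 min at room temperature, with 10 ug/mL donor/acceptor beads.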
GLS inhibitor: blocks human kidney-isoform glutaminase activity | O94925 | GLS enzymatic activity, qHTS titration | Potency, µM (series often up to 45.5 µM), inactives show at the top dose activity change, negative = inhibition, hits mostly inhibitors | 0.21% of 410,000 active; further: potency means the concentration at half of the fitted maximal effect; on the % scale 0 is the no-effect control and ±100 the full control effect
Target sequence (O94925 whole entry, looked up, canonical isoform): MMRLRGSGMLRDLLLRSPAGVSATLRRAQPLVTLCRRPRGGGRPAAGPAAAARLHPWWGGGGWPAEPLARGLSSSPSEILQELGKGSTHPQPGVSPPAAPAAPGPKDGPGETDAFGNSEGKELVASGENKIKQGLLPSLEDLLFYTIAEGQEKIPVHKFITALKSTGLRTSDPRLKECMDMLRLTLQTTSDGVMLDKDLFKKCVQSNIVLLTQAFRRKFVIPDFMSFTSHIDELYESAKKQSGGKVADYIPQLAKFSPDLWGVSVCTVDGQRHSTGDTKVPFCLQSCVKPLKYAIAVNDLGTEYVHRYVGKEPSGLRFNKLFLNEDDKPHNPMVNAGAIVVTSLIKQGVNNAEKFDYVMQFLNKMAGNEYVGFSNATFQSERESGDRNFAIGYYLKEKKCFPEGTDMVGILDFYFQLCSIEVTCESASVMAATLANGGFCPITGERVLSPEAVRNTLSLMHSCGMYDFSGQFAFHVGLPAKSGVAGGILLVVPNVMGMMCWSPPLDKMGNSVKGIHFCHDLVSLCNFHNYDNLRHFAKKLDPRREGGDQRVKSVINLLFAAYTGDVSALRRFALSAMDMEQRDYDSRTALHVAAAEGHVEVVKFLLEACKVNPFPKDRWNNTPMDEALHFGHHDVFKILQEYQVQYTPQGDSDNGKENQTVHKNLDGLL
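Human kidney-isoform GLS in 45 mM KH2PO4 pH 8.2, 0.02% Tween-20, with compound, started with 1mM L-Glutamine (added stock). Glutamate oxidase/HRP/Amplex red coupled fluorescence read at start and after 30 min at RT.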
TrxR1 substrate: rat thioredoxin reductase 1 substrate activity | O89049 | purified TrxR1 substrate turnover, NADPH consumption readout | Potency, µM (titrated, usually from 114 µM), without a hit: at the top dose activity change, negative = substrate turnover | 0.01% of 390,000 active | AID 588456; further: potency means the concentration at half of the fitted maximal effect; on the % scale 0 is the no-effect control and ±100 the full control effect; nearly all actives have a fitted effect of over 50% in size
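Rat TrxR1, dispensed at 90 nM, was prereduced with 400 uM NADPH (final) for 5 min at ~22 deg C, then incubated with compound 15 min before 400 uM selenite. A first-read NADPH fluorescence drop versus no-compound background flagged substrates.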
rTrxR1 inhibitor: rat TrxR1 inhibition. O89049. recombinant rTrxR1, NADPH fluorescence consumption, selenite substrate. Potency, µM (titrated, usually from 114 µM), without a hit: top-dose activity change, negative = inhibition, usual class: inhibitors. 1% of 390,000 active. AID 588453; further: potency means the concentration at half of the fitted maximal effect; on the % scale 0 is the no-effect control and ±100 the full control effect; nearly all actives have a fitted effect of over 65% in size
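Rat TrxR1 (90 nM in the dispensed reagent) was pre-reduced with 400 uM NADPH for 5 min at room temperature, then incubated with compound for 15 min. After 400 uM selenite was added, NADPH fluorescence (Ex 340/Em 450 nm) was followed for 8 min.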
IDH1 R132H inh: inhibitors of human mutant IDH1 R132H; IDH1-R132H enzyme, NADPH consumption, diaphorase/resazurin fluorescence; Potency, µM (series often up to 76.6 µM), for inactives: at the highest dose activity change, negative = inhibition, actives largely listed as inhibitors; 0.093% of 390,000 active; further: potency means the concentration at half of the fitted maximal effect; on the % scale 0 is the no-effect control and ±100 the full control effect; nearly all actives have a fitted effect of over 65% in size
Target sequence (O75874 whole entry R132H, stated change not applied): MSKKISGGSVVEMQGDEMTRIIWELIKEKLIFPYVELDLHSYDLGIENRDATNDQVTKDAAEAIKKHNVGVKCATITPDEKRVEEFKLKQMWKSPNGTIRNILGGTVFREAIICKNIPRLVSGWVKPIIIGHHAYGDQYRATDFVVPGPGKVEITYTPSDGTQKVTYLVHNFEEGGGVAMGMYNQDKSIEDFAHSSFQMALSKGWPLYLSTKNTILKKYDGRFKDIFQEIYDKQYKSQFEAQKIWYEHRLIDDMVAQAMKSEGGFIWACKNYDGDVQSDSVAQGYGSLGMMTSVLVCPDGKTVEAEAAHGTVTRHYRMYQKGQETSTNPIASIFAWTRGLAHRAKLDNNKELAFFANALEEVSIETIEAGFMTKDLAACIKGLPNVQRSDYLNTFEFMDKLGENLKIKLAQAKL
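IDH1-R132H (0.5 ug/mL) preincubated 30 min with compound, then NADPH (0.016 mM) and alpha-KG (2 mM) added; 80 min at RT, pH 7.5. Remaining NADPH coupled via diaphorase/resazurin to fluorescence (540/590 nm); concentration-response curves normalized to no-enzyme control.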
Tb PGK inh: T. brucei PGK inhibition | P07378 | PGK/GAPDH coupled, Kinase-Glo luminescence, 60 min | Potency, µM (highest dose often 57.5 µM), without a hit: at the top dose activity change, negative = inhibition, usual class: inhibitors | 0.043% of 380,000 active; further: potency means the concentration at half of the fitted maximal effect; on the % scale 0 is the no-effect control and ±100 the full control effect; nearly all actives have a fitted effect of over 60% in size
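Recombinant glycosomal PGK reaction used 1,3-bisphosphoglycerate generated in-well by GAPDH (100nM final) in 100mM TEA pH 7.6, 5mM MgCl2, 0.01% Tween-20. After 60 minutes at room temperature, ATP was read by Kinase-Glo Plus luminescence end-point.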
* hit, by the source's call; i = inactive; ? = inconclusive; nt = not tested or not shown; & = joins results of further samples; [ ] = remark or other dose. Unless noted, the call rests on the fitted dose curve; in most records, active means well fitted curve in the direction sought with a large enough effect; inconclusive means small, poorly fitted or top-dose-only effect, or another doubt; inactive means no such curve, though single readings can be large; an effect the other way counts as inactive or inconclusive.

SMILES	USP1-UAF1 inh	Pin1 inhibitor	PI4K2A inh	HP1b chromo inh	GLS inhibitor	TrxR1 substrate	rTrxR1 inhibitor	IDH1 R132H inh	Tb PGK inh
O=C(O)Cn1c(=O)c2c(c3ccccc31)CCC2	-20%	-3%	-5	39%[activator]	-1%	6%	6%	-3%	3%
Cc1ccccc1NC(=O)C(C)OC(=O)CCC(=O)c1ccccc1 (configuration not stated)	-3%	nt	-3	nt	-1%	nt	nt	-5%	7%
COC(=O)[C@@H](C)NC(=O)c1ccc2oc(CCc3ccccc3)nc2c1	-22%	1%	3	30%	-8%	2%	14%	-7%	-5%
COc1ccc2nc(N3CCCC(C(=O)NCCc4ccc(OC)c(OC)c4)C3)sc2c1 (configuration not stated)	-18%	2%	3	-3%	-10%	-5%	12%[57.1 µM]	2%	-7%
CCOC(=O)c1ccc(NC(=O)CSc2nc3c(c(=O)[nH]2)CN(Cc2ccccc2)CC3)cc1	-16%	6%	-2	22%	-26%	8%	30%	-1%	6%
COc1ccc(-c2nc(SCc3ccccc3)n(C(=O)c3ccco3)n2)cc1	-4%	4%	0	63%	-1%	9%[57.1 µM]	10%[57.1 µM]	3%	1%
O=C(O)C1(c2ccccc2)CCN(S(=O)(=O)c2cccs2)CC1	-34%	1%	-8	-1%	2%	18%[57.1 µM]	49%[activator][57.1 µM]	7%	-4%
COc1cccc(CNC(=O)Cn2nc3c(cc2=O)CCCC3)c1OC	-5%	-1%	2	14%[57 µM]	2%	-7%[57.1 µM]	5%[57.1 µM]	-16%	3%
CC12CCC(C(=O)N/N=C/c3ccc(O)cc3O)(OC1=O)C2(C)C (configuration not stated)	-23%	-12%	0	50%[activator]	21%	-5%	5%	0%	i
Cc1cc(C)c(C(=O)Nc2ccc3c(c2)OCCO3)c(C)c1	0%	nt	2	nt	0%	nt	nt	-2%	7%
CC(C)NC[C@@H](O)COc1ccc(CC(N)=O)cc1	12%	6%	-6&1	47%[activator]	-1%	0%	7%	-15%	2%
c1ccc(C2(Cn3ccc4ccccc43)OCCO2)cc1	-4%	-3%	5	113%	4%	2%	13%	15%	-11%
Cc1cc(C)nc(NC(=O)NS(=O)(=O)N2CCCCCC2)n1	-10%	-3%	4	36%	1%	4%[57.1 µM]	2%[57.1 µM]	1%	-4%
Cc1ccc2cc(C)c(SCC(=O)Nc3cc(C)on3)nc2c1	-14%	-2%	1	10%	-11%	-16%[57.1 µM]	11%[57.1 µM]	2%	i
O=C(N/N=C/c1cccc(OC(=O)c2ccco2)c1)c1ccc(F)cc1	-13%	2%	4	31%	2%	1%	1%	2%	8%
Cc1cccc(N/C(N)=N/c2nc(CSc3ccc(Cl)cc3)cc(=O)[nH]2)c1	5%	-1%	-1	42%[activator]	1%	-10%	-11%	-6%	-1%
Cc1nc(Nc2ccc(Cl)cc2)c(C#N)c(=O)[nH]1	-19%	-3%	0	18%	2%	-3%	33%[11.4 µM]	-3%	-9%
CCOC(=O)[C@H]1[C@H]2COc3ccccc3[C@@H]2N2C(=O)[C@@H](CO)NC(=O)[C@@]12C	-13%	2%	5	17%	-2%	-2%[57.1 µM]	-1%[57.1 µM]	16%	-8%
Cc1ccc(O)c(NC(=O)c2cc(-c3ccccc3O)no2)c1	?	15%	-1	45%	25%	-4%	8%	0%	-9%
COC(=O)c1ccccc1NC(=O)N1CCCC1	-9%	-2%	-2	21%	6%	83%[activator]	25%	2%	i
CCCc1cc(=O)[nH]c(Nc2ccc(OCC)cc2)n1	-6%	-2%	-1	32%	7%	1%	7%	nt	nt
CN(CCO)c1ccc(-c2nn(C)c(=O)c3ccccc23)cc1[N+](=O)[O-]	-16%	?	-1	21%	-3%	-11%	7%	0%	-13%
C[C@H](CO)N1C[C@H](C)[C@@H](CN(C)Cc2ccncc2)Oc2c(NS(=O)(=O)c3ccc(Cl)cc3)cccc2C1=O	-6%	2%	0	29%	6%	-2%	-15%	5%	-6%
CCNC(=O)NC(=O)C(C)OC(=O)c1oc2ccc(OCC)cc2c1C (configuration not stated)	-9%	0%	-1	32%	-1%	10%[57.1 µM]	4%[57.1 µM]	2%	0%
CC1CCCCN1Cc1nc2c(c(=O)n(C)c(=O)n2C)n1Cc1c(F)cccc1Cl (configuration not stated)	-8%	-4%	-6	53%[activator]	0%	-1%[57.1 µM]	7%[57.1 µM]	5%	-5%

Overlap with the part before: 3 entries; new compounds follow.
SMILES	USP1-UAF1 inh	Pin1 inhibitor	PI4K2A inh	HP1b chromo inh	GLS inhibitor	TrxR1 substrate	rTrxR1 inhibitor	IDH1 R132H inh	Tb PGK inh
C[C@H](CO)N1C[C@H](C)[C@@H](CN(C)Cc2ccncc2)Oc2c(NS(=O)(=O)c3ccc(Cl)cc3)cccc2C1=O	-6%	2%	0	29%	6%	-2%	-15%	5%	-6%
CCNC(=O)NC(=O)C(C)OC(=O)c1oc2ccc(OCC)cc2c1C (configuration not stated)	-9%	0%	-1	32%	-1%	10%[57.1 µM]	4%[57.1 µM]	2%	0%
CC1CCCCN1Cc1nc2c(c(=O)n(C)c(=O)n2C)n1Cc1c(F)cccc1Cl (configuration not stated)	-8%	-4%	-6	53%[activator]	0%	-1%[57.1 µM]	7%[57.1 µM]	5%	-5%
CCOc1ccc(N(CC(=O)NC(C(C)C)C(C)C)S(=O)(=O)c2ccc(OC)c(OC)c2)cc1	-7%	-3%	1	10%	19%	-11%	1%	-1%	-7%
CCS(=O)(=O)c1ccc(O)c(NC(=O)COc2ccc(C)cc2)c1	-15%	-9%	2	38%	2%	-1%	-5%	5%	5%
O=S(=O)(NCCCc1ccccc1)c1ccc(Br)cc1	-25%	?	-1	147%[activator]	-1%	-4%	30%	-2%	-10%
COc1ccc(C2Nc3ccccc3C(=O)N2NS(=O)(=O)c2ccccc2)c(OC)c1 (configuration not stated)	-7%	-5%	2	34%	-20%	93%	0%[57.1 µM]	17%	-4%
CCOc1ccc(NC(=O)CN(C)C(=O)CSCc2ccc(C)cc2)cc1OCC	-2%	0%	3	17%	5%	-10%	-15%	5%	-2%
COc1ccc(-c2nnc(-c3ccc(N)cc3)o2)cc1	-20%	-1%	-2	30%	13%	108%[activator]	4%	4%	10%
COC(=O)c1cc(C)nc(Sc2ccccc2NC(C)=O)n1	-26%	6%	4	51%[activator]	0%	5%	23%	-5%	-7%
Cc1ccccc1N1C(=O)C2ON(c3ccccc3)C(c3cccnc3)C2C1=O (configuration not stated)	-16%	17%	1	37%	6%	7%	13%	3%	3%
O=C(Cc1ccc(S(=O)(=O)N2CCOCC2)s1)Nc1ccccc1Br	-19%	10%	-2	-6%	1%	-8%	-20%	-3%	-13%
Cc1cc(=O)oc2cc(OCC(O)CN3CCc4ccccc4C3)ccc12 (configuration not stated)	-17%	-2%	13	38%	-1%	102%[activator]	49%[2.29 µM]	12%	-12%
COc1ccc(Cn2nnnc2C(c2cccs2)N2CCCCCC2)cc1 (configuration not stated)	-19%	9%	0	40%[activator]	2%	-14%	16%[57.1 µM]	0%	i
Cn1cccc1/C=C1\SC(=S)N(NC(=O)c2ccc(F)cc2)C1=O	1%	?	0	-38%	8%	-20%	-7%	3%	-1%
O=C(NCc1ccc2c(c1)OCO2)c1ccc(CS(=O)(=O)c2cccc(C(F)(F)F)c2)o1	-15%	-1%	2	5%	4%	0%	4%	-3%	1%
CC(=O)Nc1ccccc1NC(=O)C/C(C)=N/NC(=O)C(=O)Nc1cccc(Cl)c1C	-21%	-1%	1	54%[activator]	-1%	-5%	-22%	12%	-11%
Cn1cc(/C=N/NC(=O)c2cccc([N+](=O)[O-])c2)c2ccccc21	-6%	3%	0	42%	9%	-10%	-2%	10%	-7%
COc1cc(C(=O)Nc2ccccc2C(=O)Nc2ccccn2)cc(OC)c1OC	-24%	1%	-1	32%	1%	2%	15%	-2%	i
O=C(N/N=C/c1cc([N+](=O)[O-])ccc1Cl)c1cc(-c2ccccc2)nc2ccccc12	-21%	1%	4	50%[activator]	-9%	-3%	7%	9%	-6%
O=C(CSc1nncn1-c1cccnc1)Nc1ccccc1C(F)(F)F	-11%	-6%	-11	20%	2%	0%	19%	-7%	-5%
O=C(CSc1nc2ccccc2c(=O)n1-c1ccccc1F)NC1CCS(=O)(=O)C1 (configuration not stated)	-13%	-6%	1	42%[activator]	-3%	-5%	7%	4%	-8%
CCN(CC)CCN(C(=O)c1ccc(N2C(=O)CCC2=O)cc1)c1nc2cc3c(cc2s1)OCCO3	-7%	4%	5	13%[57 µM]	11%	-3%	-16%	12%	0%
CCCCCCN1C[C@H](n2cc(COC(=O)c3ccccc3)nn2)[C@@H](O)C[C@@H]1c1ccc(OC)cc1	-9%	nt	-4	nt	-4%	nt	nt	-7%	7%
CCOC(=O)c1cnn(CCOC(=O)C2CC2)c1NC(=O)C1CC1	-13%	0%	4	26%	-7%	7%	7%	2%	-5%
O=C(O)c1cc(-c2ccc(/C=N/Nc3ccc([N+](=O)[O-])cn3)o2)ccc1Cl	?	67%[activator]	-11	?	-15%	-5%[57.1 µM]	2%[57.1 µM]	2%	-9%
S=c1[nH]nc(C2CCCCC2)n1/N=C/c1c(Cl)cccc1Cl	-5%	?	6	17%	?	-5%	-9%	3%	0%

These rows are one share of the data; the hit share may differ from the screen's.
